From PubChem BioAssay
GLA spleen mod: inhibitors or activators of human alpha-galactosidase in spleen homogenate. P06280. Potency, µM (highest dose often 80 µM), for inactives: at the top dose activity change, negative = inhibition, actives largely listed as inhibitors. human spleen homogenate, 4MU-alpha-Gal fluorescence, 40 min. actives 0.008% (n = 240,000);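 note: 0% = enzyme with vehicle and -100% = no enzyme basal signal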
Target sequence (P06280 32-429 limits assumed): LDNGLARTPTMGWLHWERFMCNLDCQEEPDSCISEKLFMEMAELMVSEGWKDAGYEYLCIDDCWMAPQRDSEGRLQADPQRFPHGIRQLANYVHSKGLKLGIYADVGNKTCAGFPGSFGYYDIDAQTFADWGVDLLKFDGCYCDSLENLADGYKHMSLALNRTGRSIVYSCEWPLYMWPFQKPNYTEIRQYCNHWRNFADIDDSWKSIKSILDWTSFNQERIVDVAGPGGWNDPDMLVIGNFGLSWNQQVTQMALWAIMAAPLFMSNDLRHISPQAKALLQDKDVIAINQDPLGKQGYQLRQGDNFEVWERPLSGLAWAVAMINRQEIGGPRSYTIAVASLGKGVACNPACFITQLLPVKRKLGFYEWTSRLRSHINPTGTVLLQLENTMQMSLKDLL
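Human spleen homogenate (1 ug) as enzyme source, 4-methylumbelliferyl-alpha-D-galactopyranoside 1 mM final, citrate/phosphate pH 5.0 with 0.01% Tween-20. Compounds 40 min at 37C, NaOH/glycine stop; fluorescence Ex 365/Em 440, Hill-fit AC50.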
Tau fibril ThT: blocks human tau fibril formation measured by thioflavin T; Potency, µM (titrated, usually from 57.4 µM), for the others: top-dose activity, negative = inhibition, hits mostly inhibitors; AID 1460; P10636; recombinant tau K18 P301L, heparin-induced fibrillization, ThT fluorescence; actives 2.1% (n = 270,000); note: % is set by controls: 0 for no effect and ±100 for the full control effect; nearly all actives have a fitted effect of over 55% in size
Target sequence (P10636 561-689 P618L limits assumed): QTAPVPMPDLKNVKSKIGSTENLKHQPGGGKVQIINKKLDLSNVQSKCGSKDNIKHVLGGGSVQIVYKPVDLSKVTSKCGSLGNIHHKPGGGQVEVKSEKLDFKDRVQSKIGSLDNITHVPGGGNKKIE
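In this qHTS, human K18 P301L tau is incubated with compound and heparin for 6 hr at 37 C, and Thioflavin T fluorescence then reports fibril load.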
Tau fluor counter: counter-screen for tau fibril formation inhibitors; tau K18 P301L Alexa594 fluorescence, heparin fibrillization; Potency, µM (series often up to 57.7 µM), for inactives: at the top dose activity change, negative = decrease; actives 0.93% (n = 280,000); note: % is set by controls: 0 for no effect and ±100 for the full control effect; nearly all actives have a fitted effect of over 55% in size
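Human tau K18 P301L (15 uM unlabeled, 0.24 uM Alexa 594-labeled) in 100 mM sodium acetate pH 7 with 20 uM heparin, 6 hr at 37 C. ThT 30 uM added, 1 hr ambient; Alexa 594 FP and total fluorescence read at 555/632 nm.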
GAA glycogen mod: inhibitors or activators of human alpha-glucosidase glycogen cleavage; P10253; recombinant GAA, glycogen substrate, Amplex Red glucose oxidase fluorescence; Potency, µM (doses to about 76.4 µM), for inactives: at the top dose activity change, negative = inhibition, usual class: inhibitors; actives 0.38% (n = 300,000);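 note: 0% = full enzyme reaction and -100% = no-enzyme basal signal; the screen sought inhibitors and activators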
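Recombinant human enzyme (4 nM); glycogen substrate; 37 C, 40 min, pH 5.0. Readout: coupled glucose oxidase/Amplex Red fluorescence.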
GAA inhib: alpha-glucosidase (human) inhibition; P10253; Potency, µM (highest dose often 76.9 µM), without a hit: top-dose activity change, negative = inhibition, hits mostly inhibitors; purified human GAA, 4-MU-alpha-glucoside fluorescence; actives 0.005% (n = 200,000); AID 1466;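 note: plate controls were uninhibited enzyme wells for no effect and no-enzyme background for full effect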
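Human enzyme at 4 nM with 400 uM 4-methylumbelliferyl-alpha-D-pyranoside, citrate/phosphate buffer pH 5.0, 0.005% Tween-20, 20 min at room temperature. Compounds up to 77 uM. 4-MU fluorescence (Ex 365/Em 440) read after NaOH/glycine stop; AC50 from Hill fit.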
GAA spleen mod: inhibitors or activators of human alpha-glucosidase in spleen homogenate; P10253; human spleen homogenate, 4-MU-alpha-glucoside fluorescence; Potency, µM (titrated, usually from 79.9 µM), without a hit: top-dose activity change, negative = inhibition, most hits filed as inhibitors; actives 0.006% (n = 240,000);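 note: 0% = enzyme with vehicle and -100% = no enzyme basal signal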
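Enzyme source: human spleen homogenate, 1 ug/well. Buffer 50 mM citric acid/K phosphate pH 5.0, 0.01% Tween-20. 4-MU-alpha-glucoside 1 mM; 37 C x 40 min; NaOH/glycine stop; fluorescence.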
Tau FP inhib: inhibitors of human tau fibril formation; actives 0.39% (n = 280,000); Potency, µM (doses to about 57.7 µM), without a hit: at the highest dose activity, negative = inhibition, most hits filed as inhibitors; K18 P301L tau heparin fibrillization, Alexa594 FP, 6 h; note: % is set by controls: 0 for no effect and ±100 for the full control effect; nearly all actives have a fitted effect of over 55% in size
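Read-out: fluorescence polarization of Alexa 594-labeled tau (0.24 uM), 555 nm excitation, 632 nm emission. Mixtures held 15 uM unlabeled K18 P301L, compound and 20 uM heparin, pH 7 acetate buffer, incubated 6 hr at 37 C.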
HTT cytoprotect: protects HTT-Q103 PC12 cells, measured by ATP; Potency, µM (highest dose often 56.4 µM), inactives show cytoprotection (ATP increase), usual class: activators; actives 0.14% (n = 230,000); PC12 HTT-Q103 induced, cytoprotection, ATP luminescence, 40 h;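 note: % of control where 0% means no effect; nearly all actives have a fitted effect of over 45% in size; toxic huntingtin expression switched on by the ecdysone agonist tebufenozide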
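ATP quantification (ATPlite) reports survival of PC12 cells in which tebufenozide, 100 nM final, switches on Htt exon 1 with 103 glutamines linked to GFP; compounds are titrated.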
Active calls of the source: *; ? = inconclusive; nt = not tested or not shown; [ ] = remark or other dose. Calls come from the whole dose curve; as a rule, active = well fitted curve in the direction sought with a large enough effect; inconclusive = small, poorly fitted or top-dose-only effect, or another doubt; inactive = no such curve, though single readings can be large; an effect the other way counts as inactive or inconclusive. Potency is the fitted concentration of half-maximal effect. Random draw from the library. Share with any hit: about 3.3%.

SMILES | GLA spleen mod | Tau fibril ThT | Tau fluor counter | GAA glycogen mod | GAA inhib | GAA spleen mod | Tau FP inhib | HTT cytoprotect
COc1ccc([N+](=O)[O-])cc1NC(=O)c1ccc(N(Cc2ccccc2C)S(C)(=O)=O)cc1 | -7% | -5% | ? | 3% | -9% | 0% | -11% | 8%[10 µM]
CCn1cc(S(=O)(=O)CC(=O)N2CCc3ccccc32)c2ccccc21 | 1% | ? | -21% | 4% | nt | -6% | 2% | 3%[10 µM]
NNC(=O)c1ccc(COc2ccccc2)cc1 | 6% | ? | -12% | -18% | -1% | 0% | ? | 2%[1.9 µM]
N#CCN1CCN(CCC(=O)Nc2ccc(OCc3ccccc3)cc2)CC1 | 2% | -9% | -6% | 8% | -7% | 0% | 7% | -20%
CC(C)Cc1nnc(NC(=O)CSc2nc(=O)cc(N)n2-c2ccccc2)s1 | 2% | 0% | 4% | 2% | -8% | -8% | 0% | -8%
Cc1ccc(CNc2nc(N)c([N+](=O)[O-])c(NCCO)n2)cc1 | 9% | 2% | 1% | 7% | nt | 5% | 5% | -5%[10 µM]
O=C(NC1CCCC1)C(c1cccs1)N(C(=O)c1ccco1)c1ccc2c(c1)OCO2 (stereo not drawn) | -2% | -2% | -6% | -3% | -5% | -1% | -8% | 5%[1.9 µM]
Cc1nc2sc(C(c3ccco3)N3CCC(C)CC3)c(O)n2n1 (stereo not drawn) | 4% | -9% | 2% | 1% | 4% | -4% | 0% | -1%
CCCn1c(SCCC(=O)O)nc2ccccc21 | 1% | 1% | 0% | 10% | -8% | 2% | 2% | 11%[10 µM]
Cc1c(C(=O)NCCCN2CCCC2=O)oc2ccc(S(=O)(=O)N3CCOCC3)cc12 | 3% | 3% | 4% | -8% | -8% | -8% | 0% | 7%
Cc1ccc(CNc2ncccc2-c2nc3cc(Cl)ccc3o2)cc1 | 5% | 0% | -1% | -10% | -3% | 2% | -3% | -16%[10 µM]
O=C1NN=C(c2ccc(Br)cc2)CC1c1ccc(Cl)cc1 (stereo not drawn) | 3% | ? | -26% | -9% | -10% | 9% | 3% | -18%
Cc1cc(C)nc(NC(=O)c2ccc(Cl)c([N+](=O)[O-])c2)n1 | 5% | -17% | -13% | -5% | nt | 5% | 2% | 0%[10 µM]
O=C(/C=C/c1ccccc1)N1CCN(CC(O)COc2ccccc2)CC1 (stereo not drawn) | -1% | -13% | -12% | 4% | 6% | 0% | -2% | 3%[10 µM]
CC(C)CCNC(=O)CN(Cc1cccs1)C(=O)CCC(=O)Nc1nccs1 | -2% | -12% | -15% | 2% | 2% | -8% | 1% | 11%[10 µM]
CCCN1C2CCCC1CC(NC(=S)Nc1cc(C)ccc1C)C2 (stereo not drawn) | 1% | -4% | -2% | -3% | 3% | -6% | -4% | -10%[1.9 µM]
COc1ccc(Nc2ncnc3c2cnn3Cc2ccccc2)cc1OC | 6% | -19% | ? | -15% | -3% | 7% | ? | -21%[0.074 µM]
Cc1nn(-c2ccccc2)c(C)c1NC(=O)c1cccs1 | 1% | -8% | -9% | 5% | 0% | 4% | 3% | -14%[10 µM]
Cc1ccc(C)c(OCC(=O)NCC(C)C)c1C | 1% | -4% | 4% | 4% | -5% | 0% | 3% | 11%[10 µM]
COc1ccc(OCC(=O)Nc2ccc(C)cc2)cc1 | 2% | -26% | -17% | 1% | -13% | -4% | -3% | -11%
O=C(O)c1cccnc1Sc1ccccc1 | 9% | 8% | 5% | 11% | 0% | 3% | -2% | 32%[10 µM]
O=C(O)c1ccc(Nc2ncnc3c2cnn3Cc2ccccc2)cc1 | -10% | 3% | 0% | 8% | 3% | -7% | -4% | -28%
C#CCSc1nc(-c2ccccc2)cc(-c2ccccc2)c1C#N | nt | -17% | ? | 5%[76.3 µM] | nt | nt | ? | nt
Cc1ccc(NC(=O)c2nc[nH]c2C(=O)N[C@@H](C)C(=O)OC(C)(C)C)cc1 | -1% | 7% | -13% | -5% | nt | 2% | -9% | 9%[10 µM]
CCCN1C2=NS(=O)(=O)CCN2c2ccccc21 | -7% | -2% | -6% | 7% | 2% | 3% | -4% | -28%
Oc1ccc(/C=N/N2CCN(C3c4ccccc4-c4ccccc43)CC2)cc1O | 0% | ? | 13µM*[quencher] | 10µM* | nt | 0% | ? | -60%[inhibitor][10 µM]
NC(=O)N/N=C/c1ccccc1OCC(=O)NCc1ccccc1 | -4% | 1% | 9% | 6% | 6% | 0% | 2% | nt
CCN(C(=S)NC(=O)C1CCCC1)C1CCCCC1 | -2% | -1% | -2% | 5% | 4% | 4% | 3% | -27%
Cc1c(C(=O)N/N=C/c2ccccc2)[nH]c2c([N+](=O)[O-])cccc12 | -1% | -3% | -7% | 5% | 2% | -3% | -6% | -28%[10 µM]
O=C(c1cc(-c2ccccn2)nc2ccc(Br)cc12)N1CCc2ccccc2C1 | 0% | -5% | -11% | 4% | 8% | -10% | -3% | 11%[10 µM]
O=C(NCCc1c[nH]c2ccccc12)/C(=C/c1cccnc1)NC(=O)c1ccco1 | 2% | -5% | -8% | 11% | 10% | 3% | 2% | -8%[10 µM]
COc1cc2c(cc1OC)CN(C(=O)c1cc(=O)c3ccccc3o1)CC2 | 0% | -17% | -18% | 3% | 1% | -3% | 3% | -24%[10 µM]
COc1ccc2[nH]c3c(c2c1)CCNC3C1CC=C(C)CC1 (stereo not drawn) | -1% | -5% | -11% | -7% | -4%[15.4 µM] | -11% | 11% | -57%[inhibitor][10 µM]
Cc1ccc(C2CC(c3ccco3)n3ncnc3N2)cc1 (stereo not drawn) | 8% | -3% | 0% | 0% | -3%[15.4 µM] | 2% | -3% | -12%
CCOc1ccccc1C(=O)N(Cc1ccco1)C1CCS(=O)(=O)C1 (stereo not drawn) | -2% | -4% | -2% | 4% | -5%[15.4 µM] | -2% | 2% | 5%[0.074 µM]
O=C(CNc1cc(S(=O)(=O)N2CCOCC2)ccc1N1CCCC1)N1CCc2ccccc21 | 6% | -13% | -14% | -11% | -5% | -2% | -9% | -25%
O=C(CCc1nnc(-c2ccc(-c3ccccc3)cc2)o1)N1CCCCC1 | 2% | -14% | 2% | 6% | nt | 0% | -4% | -7%[10 µM]
O=S(=O)(c1ccc(Cl)cc1)c1nc(-c2cccs2)oc1N1CCCCC1 | nt | -11% | -27% | 2%[76.3 µM] | nt | nt | 3% | nt
Cc1ccc(N2C(=O)c3ccccc3C2C(=O)c2cc(C)ccc2O)cc1 (stereo not drawn) | -10% | ? | ? | ? | -6% | -4% | -10% | 9%[10 µM]
CN(c1ccc(F)cc1)S(=O)(=O)N1CCCC(C(=O)NCc2cccc(Br)c2)C1 (stereo not drawn) | nt | -7% | -20% | 10%[76.3 µM] | nt | nt | -5% | nt
CC(=O)c1ccc(NC(=O)C2Cc3ccccc3CN2C(=O)c2ccccc2)cc1 (stereo not drawn) | 5% | -10% | -13% | -4% | 3% | 1% | -9% | -24%[10 µM]
Cc1ccc(C(=O)NC(=S)Nc2cccc3c(C)cc(C)nc23)cc1 | 6% | -14% | -11% | -5% | -5% | 4% | -10% | -15%
CCc1ccc(S(=O)(=O)c2nnn3c2nc(NC2CCCC2)c2sccc23)cc1 | nt | 9% | -12% | -7%[76.3 µM] | nt | nt | ? | nt
c1ccc2c(c1)C(=NC1CCCCC1)NC2=NC1CCCCC1 | 6% | -2% | -8% | -2% | 0% | -3% | 3% | -86%[inhibitor]
O=C(O)c1cccc(-n2cccc2/C=C\[N+](=O)[O-])c1 | -17% | ? | -11% | 18% | nt | 2% | ? | 6%[10 µM]
Cc1ccc(-c2nc(C#N)c(NCc3cccc4c3OCO4)o2)cc1 | 2% | ? | ? | ? | -11% | -2% | 11% | -13%[10 µM]
Cc1ccccc1/C=C1\CCCc2ccccc2C1=O | 6% | ? | -13% | 2% | -1% | -4% | -13% | 18%[10 µM]
Cc1ccc(N2C(=O)c3cccc4c(N)ccc(c34)C2=O)c2cccnc12 | 0% | 1% | ? | 4% | nt | -7% | -8% | -79%[inhibitor][10 µM]
O=C(O)CS/C(=C\c1ccc(F)cc1)c1nc2ccccc2s1 | -4% | -12% | -6% | 29% | 10% | 5% | -8% | 21%[10 µM]
COC(=O)c1ccc(CSc2nc3ccccc3c(=O)n2Cc2ccco2)o1 | -11% | -5% | -18% | -6% | 0% | -7% | -1% | 2%[10 µM]
CCOC(=O)c1oc2ccccc2c1CN1CCCCC1 | 3% | 4% | -2% | -9% | -11% | nt | 2% | -11%
Cc1ccccc1C(=O)N1CCN(CCc2ccccn2)CC1 | nt | -3% | -1% | 15%[76.3 µM] | nt | nt | -3% | nt
Cc1cc(C)c2c(CN3CCN(CCO)CC3)cc(=O)oc2c1 | -8% | -10% | -5% | 7% | -7% | -5% | -1% | -15%
CCOC(=O)CCCNC(=O)CCNC(=O)c1ccc(OCC)cc1 | 1% | -5% | 1% | 6% | -7% | 2% | -6% | 0%
COc1ccc(C(=O)Nn2c(SCC(=O)N3CCC(C)CC3)nc3ccccc3c2=O)cc1 | -1% | -7% | -9% | -2% | 5% | -9% | 3% | -99%[inhibitor]
